MITF primary – inhibitors of human MITF; AlphaScreen MITF homodimerization, bead proximity signal; 650,000 tested, 0.91% active; inhibition, % at 2.6 µM; in the data active = inhibition above about 50%;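 note: 0% = vehicle wells with protein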
GPR151 activ – activators of human GPR151; activation, % at 11.2 µM; 650,000 tested, 1% active; AID 1508602; PathHunter beta-arrestin GPR151 cells, luminescence; in the data active = activation above about 4.9%;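 note: 0% = median of compound wells and 100% = cells with positive control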
TEAD-YAP inh – TEAD-YAP interaction inhibition; 640,000 tested, 1.4% active; inhibition, % at 9.12 µM; HEK-TIYL cells, TEAD-Gal4/YAP UAS-luciferase luminescence; in the data active = inhibition above about 32%;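 note: 0% = median of test compound wells and 100% = reference inhibitor wells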
FBW7 act – activators of human E3 ligase FBW7; AID 1259310; AlphaScreen FBW7–phospho-cyclin E peptide binding, activator screen; Q969H0; normalized activity (activation), % at 26.1 µM; 650,000 tested, 0.13% active; in the data active = normalized activity above about 1.9%;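 note: purified mutant Fbw7 with reduced substrate affinity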
Target sequence (Q969H0 whole entry, looked up): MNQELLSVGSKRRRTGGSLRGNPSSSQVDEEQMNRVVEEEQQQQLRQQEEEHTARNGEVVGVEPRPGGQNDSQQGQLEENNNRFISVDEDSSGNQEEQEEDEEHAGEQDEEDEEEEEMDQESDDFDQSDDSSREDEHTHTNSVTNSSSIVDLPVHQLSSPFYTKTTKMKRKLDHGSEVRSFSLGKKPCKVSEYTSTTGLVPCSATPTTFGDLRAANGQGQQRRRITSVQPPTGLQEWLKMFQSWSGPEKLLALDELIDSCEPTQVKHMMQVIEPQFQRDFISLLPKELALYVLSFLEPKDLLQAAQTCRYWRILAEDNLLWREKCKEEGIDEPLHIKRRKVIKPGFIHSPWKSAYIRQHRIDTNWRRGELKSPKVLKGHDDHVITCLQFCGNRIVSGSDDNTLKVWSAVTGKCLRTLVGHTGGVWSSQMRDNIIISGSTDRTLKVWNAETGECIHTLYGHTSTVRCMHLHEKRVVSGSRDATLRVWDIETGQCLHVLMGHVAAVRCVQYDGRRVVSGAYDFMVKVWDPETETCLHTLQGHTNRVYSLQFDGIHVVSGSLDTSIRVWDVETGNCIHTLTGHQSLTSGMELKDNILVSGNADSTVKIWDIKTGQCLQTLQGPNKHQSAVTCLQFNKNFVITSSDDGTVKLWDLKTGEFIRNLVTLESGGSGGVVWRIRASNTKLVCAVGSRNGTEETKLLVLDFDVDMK
* marks the source's active call; other numbers are inactive results; . = not tested or not shown. Compounds were not picked by outcome; any-hit rate near 3.4%.

SMILES	MITF primary	GPR151 activ	TEAD-YAP inh	FBW7 act
COc1ccccc1-n1c(CNC(=O)c2ccc(S(=O)(=O)N3CCOCC3)cc2)nnc1SCC(=O)Nc1ccc(F)cc1	-6	-1.0	7	-0.1
COc1cc(Br)cc(CN2CCCN(C)CC2)c1O	8	-1.1	-3	-0.1
COC(=O)c1cc2nc(-c3ccccc3)cc(-c3ccccc3)n2n1	-2	0.0	-10	1.8
CCOC(=O)c1cnc2c(C)cc(Cl)cc2c1Nc1ccccc1CC	1	-0.7	-3	-0.1
COC(=O)C1N(C(=O)OC)c2c([N+](=O)[O-])cc([N+](=O)[O-])cc2S1(=O)=O (stereo unspecified)	-18	1.7	4	0.0
CCOC(=O)c1nc(Nc2ccc(C)c(Cl)c2)c2ccccc2n1	19	-0.9	-3	0.2
CCC(CC)NC(=O)CSc1nnc(NC2CCCCC2)s1	6	-0.5	-7	0.2
CN(C(=O)c1cc2ccccc2cc1O)C1CCCCC1	6	-0.5	-9	0.0
CC1CCCN(c2ncnc3c2c(-c2ccccc2)cn3-c2cccc(Cl)c2)C1 (stereo unspecified)	0	-0.7	3	-0.1
CCCSc1nc2c(c(=O)n1CC)SC(C)C2 (stereo unspecified)	24	1.8	-3	0.6
CC(C)C(OC(=O)c1cccs1)C(=O)NCc1ccco1 (stereo unspecified)	-7	-0.6	-9	-0.1
O=C(Nc1ccc(S(=O)(=O)N2CCc3ccccc32)cc1)c1ccc(-c2ccccc2)cc1	6	1.6	18	0.3
CCc1ccc(NC(=O)Cn2cnc3c2c(=O)n(C)c(=O)n3C)cc1	12	2.7	14	0.6
CCOc1ccccc1C=Nc1cccc(C(N)=O)c1	24	0.4	3	0.5
O=C(Nc1cccc(-c2cn3c(n2)SCC3)c1)C1CCCCC1	-12	0.3	-17	0.3
COc1ccc(C2=NN(C(=O)c3ccccc3)C(O)(C(F)(F)F)C2)cc1 (stereo unspecified)	11	0.0	-1	0.0
CCN1C(=S)NC2CC1(C)Oc1c(O)cc(C(C)(C)C)cc12 (stereo unspecified)	1	3.5	-5	-0.1
Cc1cc(Cl)ccc1N(CC(=O)N1CCCCCC1)S(C)(=O)=O	18	0.1	4	0.3
COc1ccc(CCNC(=O)Nc2cccc3ccccc23)cc1	16	-0.7	-6	0.1
NC(=O)c1ccsc1NC(=O)c1ccc2c(c1)OCCO2	15	-4.7	-19	0.4
CC(NC(=O)c1ccc2c(c1)NC(=O)C(N1CCOCC1)S2)c1ccccc1 (stereo unspecified)	0	0.3	-6	-0.3
CCSCCOC(=O)C1=C(C)NC(=O)NC1c1ccc(OC)cc1 (stereo unspecified)	13	0.5	-8	0.2
CCN(CC)S(=O)(=O)c1ccc(C(=O)Nc2c3c(nn2-c2ccc([N+](=O)[O-])cc2)CS(=O)(=O)C3)cc1	-6	0.2	5	-0.2
Cc1ccc(S(=O)(=O)N2CCN(C/C=C/c3ccccc3)CC2)cc1[N+](=O)[O-]	0	0.6	8	0.1
CCCC1(CCC)NC(=O)N(Cc2cc([N+](=O)[O-])cc3c2OCOC3)C1=O	7	0.2	5	0.2
O=C(Nc1ccc(-c2nc3ccccc3[nH]2)cc1)c1ccc(Oc2ccccc2)cc1	-7	-0.4	-34	-0.1
CC(C)(C)NC(=O)C(OC(=O)c1cccs1)c1ccc2ncccc2c1 (stereo unspecified)	-5	-0.2	-2	-0.2
CN1C(=O)/C(=C(O)/C=C/c2ccc(Cl)cc2)C2CC1(C)Oc1ccccc12 (stereo unspecified)	2	0.4	-2	-1.1
O=C(Nc1ccccc1C(=O)NCCc1ccccc1)c1ccncc1	6	0.2	2	0.0
O=C(CN1C(=O)c2ccccc2C1=O)Nc1ccc(Nc2ccccc2)cc1	-9	1.1	-4	0.0
CC1=C(C(=O)OC2CCC(C)CC2)C(c2ccc3c(c2)OCO3)NC(=O)N1 (stereo unspecified)	7	-0.6	4	0.0
CCCS(=O)(=O)N1CCC2(CC1)NC(=O)N(Cc1ccc(C)cc1)C2=O	-5	-0.1	-2	-0.2
COc1cc(NC(C)=O)c(C(=O)O)cc1OC	8	0.8	8	0.0
CN(C)CCCNC(=O)Cc1ccc(Br)cc1	-4	0.2	-9	-0.1
N=C1/C(=C/c2cn(Cc3ccc4c(c3)OCO4)c3ccccc23)C(=O)N=C2SC=CN12	7	2.1	12	0.0
CC(C)(C)c1ccc(OCC(O)CNC(=O)c2ccccc2C(=O)O)cc1 (stereo unspecified)	-4	1.2	-20	-0.1
O=c1oc2ccccc2n1Cc1nnc(-c2ccccc2)o1	-7	-0.2	3	-0.2
O=C(Cc1csc(SCc2ccc(F)cc2)n1)Nc1ccc(Cl)cc1	-7	2.1	4	0.1
Cc1cc(C)c(CSc2ncn(Cc3c(C)ccc4ccccc34)n2)c(C)c1	-8	-0.1	-1	-0.1
CCOc1ccccc1-n1c(SCC(=O)NCc2ccco2)nc2n[nH]c(C)c2c1=N	3	0.2	-12	0.0
COC(=O)C(C)(C)ONC(=O)Nc1ccc([N+](=O)[O-])cc1	-14	1.6	-5	0.0
NC(=O)C(=O)N/N=C/c1cccc(O)c1O	56*	0.6	-7	-1.1
Cc1ccc(C)n1CCN1CCN(S(=O)(=O)Cc2ccc(Cl)cc2)CC1	1	-0.7	-1	-0.4
O=C(NC(NCc1ccco1)C(Cl)(Cl)Cl)c1ccc(Cl)cc1 (stereo unspecified)	2	0.5	13	0.1
CCOC(=O)CSc1nc2cc3c(cc2cc1CC)OCCO3	5	2.6	-10	0.2
COc1ccc(NC(=O)CSc2nc3ccsc3c(=O)n2CCCC(=O)NCCc2ccc(S(N)(=O)=O)cc2)cc1	-3	-0.1	1	-0.1
OCCC1CN(Cc2cc3c(cc2Cl)OCO3)CCN1Cc1ccccc1 (stereo unspecified)	2	-0.3	-1	-0.1
COc1ccc(OC)c2sc(NN)nc12	6	0.7	0	-0.1
CCN(CC)CCCn1c(SCC(N)=O)nnc1-c1ccoc1C	8	1.0	0	-0.1
COc1ccc(CNCc2c(C(=O)O)c(C)n(Cc3ccccc3C)c2C)cc1	10	-0.3	19	0.0
COc1ccc(N2C(=O)CSC23C(=O)N(CC(=O)NCc2ccccc2)c2ccccc23)cc1 (stereo unspecified)	-8	-1.1	0	0.0
Cc1sc2ncn(CC(=O)Nc3ccc4c(c3)OCCO4)c(=O)c2c1-c1ccccc1	4	-1.0	7	-0.1
O=C(Cn1cnc2sc3c(c2c1=O)CCCC3)N1CCN(c2ccc(F)cc2)CC1	12	-2.8	6	0.2
CCCCSc1nnc2[nH]c(=O)c(C)c(C)n12	-2	-1.1	-4	-0.2
CCc1ccccc1NC(=O)c1cc(S(=O)(=O)N2CCC(Cc3ccccc3)CC2)ccc1F	13	-1.2	-10	-0.1
Cc1ccc(Oc2ccc(NC(=O)c3cc(-c4ccccc4)nc4ccc(C)cc34)cc2)cc1	10	1.7	1	0.5
Brc1cccc(-c2nc(-c3ccccc3)c3ccccn23)c1	-17	-1.2	1	0.2
Cc1ccc(OCCOCCNCCN)cc1C	28	0.5	11	-0.2
CCNc1nc(N2CCCCC2)nc(-n2nnc(C(=O)OCC)c2C)n1	-11	-0.4	5	0.2
Cc1cccc(C(=O)Nc2sc3c(c2C(=O)N2CCCCCC2)CCC3)c1	12	-0.6	-11	0.1
The list goes on.
SMILES	MITF primary	GPR151 activ	TEAD-YAP inh	FBW7 act
Cc1nn(CC(=O)NC2CCCc3ccccc32)c(=O)c2c1sc1ccccc12 (stereo unspecified)	3	0.2	3	0.0
N#Cc1c(NC(=O)CCSCCC(=O)Nc2sc3c(c2C#N)CCC3)sc2c1CCC2	-2	0.3	20	0.9
CN(C)CCN(C)C(=O)c1cc(-c2cn[nH]c2)ccc1NC(=O)C1COc2ccccc2C1 (stereo unspecified)	13	-1.6	6	0.1
COc1ccc(Cl)cc1N1C(=O)C2CC(C)=C(C)CC2C1=O (stereo unspecified)	-5	6.8*	15	-0.1
O=C1OC(c2ccccc2)/C(=C(\O)c2ccccc2)C1=O (stereo unspecified)	22	0.3	-34	0.0
O=[N+]([O-])c1ccc(-n2ncnc2-c2cccc(-n3ncc4cc(Nc5ccccc5F)ccc43)c2)cc1	11	-0.7	-2	0.0
O=C(NC1CCCCC1)c1cnc(N2CCN(c3ncccn3)CC2)c2ccccc12	2	-1.2	0	-0.1
Cc1ccc(OC(=O)CCC(=O)Nc2ccc(S(=O)(=O)Nc3c(C)cc(C)cc3C)cc2)cc1	0	-0.4	2	-0.2
CCCCN1C(=O)c2ccc(F)cc2C1=O	20	4.2	1	0.2
C/C(CCC(=O)OC[C@H]1O[C@H](C#Cc2ccccc2)C=C[C@@H]1Oc1ccc(C)cc1)=N\O[C@H](C)CN1CCCc2nc(C)c(C)cc21	11	7.0*	.	-0.1
Cc1noc(CNC(=O)C2CCN(C(=O)NCc3ccc(F)cc3)CC2)n1	5	-1.5	-8	0.7
CC(=O)N1CCc2cc(Br)cc(S(=O)(=O)N3CCN(Cc4ccccc4)CC3)c21	13	-0.4	2	0.1
CCOCCOC(=O)c1ccc(NC(=O)c2cc3ccccc3o2)cc1	11	-1.7	-7	0.9
COc1ccc(C(=O)N2CCN=C2SC)cc1	-8	-1.9	-5	0.0
CC(=O)c1ccc(NC(=O)c2ccc3ccccc3c2)cc1	-16	2.7	-49	0.0
Cc1cc([N+](=O)[O-])nn1CCCC(=O)Nc1c(F)cc(F)cc1Br	-9	1.1	-8	-0.1

A second format for some results above:
compound,MITF primary,GPR151 activ,TEAD-YAP inh,FBW7 act
CCN(CC)CCCn1c(SCC(N)=O)nnc1-c1ccoc1C,8,1.0,0,-0.1
COc1ccc(CNCc2c(C(=O)O)c(C)n(Cc3ccccc3C)c2C)cc1,10,-0.3,19,0.0
COc1ccc(N2C(=O)CSC23C(=O)N(CC(=O)NCc2ccccc2)c2ccccc23)cc1 (stereo unspecified),-8,-1.1,0,0.0
Cc1sc2ncn(CC(=O)Nc3ccc4c(c3)OCCO4)c(=O)c2c1-c1ccccc1,4,-1.0,7,-0.1
O=C(Cn1cnc2sc3c(c2c1=O)CCCC3)N1CCN(c2ccc(F)cc2)CC1,12,-2.8,6,0.2
CCCCSc1nnc2[nH]c(=O)c(C)c(C)n12,-2,-1.1,-4,-0.2
CCc1ccccc1NC(=O)c1cc(S(=O)(=O)N2CCC(Cc3ccccc3)CC2)ccc1F,13,-1.2,-10,-0.1
Cc1ccc(Oc2ccc(NC(=O)c3cc(-c4ccccc4)nc4ccc(C)cc34)cc2)cc1,10,1.7,1,0.5
Brc1cccc(-c2nc(-c3ccccc3)c3ccccn23)c1,-17,-1.2,1,0.2
Cc1ccc(OCCOCCNCCN)cc1C,28,0.5,11,-0.2
CCNc1nc(N2CCCCC2)nc(-n2nnc(C(=O)OCC)c2C)n1,-11,-0.4,5,0.2
Cc1cccc(C(=O)Nc2sc3c(c2C(=O)N2CCCCCC2)CCC3)c1,12,-0.6,-11,0.1
Cc1nn(CC(=O)NC2CCCc3ccccc32)c(=O)c2c1sc1ccccc12 (stereo unspecified),3,0.2,3,0.0
N#Cc1c(NC(=O)CCSCCC(=O)Nc2sc3c(c2C#N)CCC3)sc2c1CCC2,-2,0.3,20,0.9
CN(C)CCN(C)C(=O)c1cc(-c2cn[nH]c2)ccc1NC(=O)C1COc2ccccc2C1 (stereo unspecified),13,-1.6,6,0.1
COc1ccc(Cl)cc1N1C(=O)C2CC(C)=C(C)CC2C1=O (stereo unspecified),-5,6.8*,15,-0.1
O=C1OC(c2ccccc2)/C(=C(\O)c2ccccc2)C1=O (stereo unspecified),22,0.3,-34,0.0
O=[N+]([O-])c1ccc(-n2ncnc2-c2cccc(-n3ncc4cc(Nc5ccccc5F)ccc43)c2)cc1,11,-0.7,-2,0.0
O=C(NC1CCCCC1)c1cnc(N2CCN(c3ncccn3)CC2)c2ccccc12,2,-1.2,0,-0.1
Cc1ccc(OC(=O)CCC(=O)Nc2ccc(S(=O)(=O)Nc3c(C)cc(C)cc3C)cc2)cc1,0,-0.4,2,-0.2
CCCCN1C(=O)c2ccc(F)cc2C1=O,20,4.2,1,0.2
C/C(CCC(=O)OC[C@H]1O[C@H](C#Cc2ccccc2)C=C[C@@H]1Oc1ccc(C)cc1)=N\O[C@H](C)CN1CCCc2nc(C)c(C)cc21,11,7.0*,.,-0.1
Cc1noc(CNC(=O)C2CCN(C(=O)NCc3ccc(F)cc3)CC2)n1,5,-1.5,-8,0.7
CC(=O)N1CCc2cc(Br)cc(S(=O)(=O)N3CCN(Cc4ccccc4)CC3)c21,13,-0.4,2,0.1
CCOCCOC(=O)c1ccc(NC(=O)c2cc3ccccc3o2)cc1,11,-1.7,-7,0.9
